Screening data (PubChem)
IDH1 R132H inh: human IDH1 R132H inhibition; IDH1-R132H enzyme, NADPH consumption, diaphorase/resazurin fluorescence; Potency, µM (titrated, usually from 76.6 µM), without a hit: top-dose activity change, negative = inhibition, hits mostly inhibitors; 0.093% of 390,000 active; AID 602179; note: potency is the fitted concentration of half-maximal effect; % is set by controls: 0 for no effect and ±100 for the full control effect; nearly all actives have a fitted effect of over 65% in size
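IDH1-R132H (0.5 ug/mL) preincubated 30 min with compound, then NADPH (0.016 mM) and alpha-KG (2 mM) added; 80 min at RT, pH 7.5. Remaining NADPH coupled via diaphorase/resazurin to fluorescence (540/590 nm); concentration-response curves normalized to no-enzyme control.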
USP1 inh: USP1/UAF1 (human) deubiquitinase inhibition; 0.23% of 390,000 active; recombinant USP1/UAF1, Ub-Rhodamine cleavage fluorescence; O94782; Potency, µM (highest dose often 57.1 µM), inactives show top-dose activity change, negative = inhibition, usual class: inhibitors; note: potency is the fitted concentration of half-maximal effect; % is set by controls: 0 for no effect and ±100 for the full control effect; nearly all actives have a fitted effect of over 60% in size; inactives centre near -12
Target sequence (O94782 whole entry, looked up): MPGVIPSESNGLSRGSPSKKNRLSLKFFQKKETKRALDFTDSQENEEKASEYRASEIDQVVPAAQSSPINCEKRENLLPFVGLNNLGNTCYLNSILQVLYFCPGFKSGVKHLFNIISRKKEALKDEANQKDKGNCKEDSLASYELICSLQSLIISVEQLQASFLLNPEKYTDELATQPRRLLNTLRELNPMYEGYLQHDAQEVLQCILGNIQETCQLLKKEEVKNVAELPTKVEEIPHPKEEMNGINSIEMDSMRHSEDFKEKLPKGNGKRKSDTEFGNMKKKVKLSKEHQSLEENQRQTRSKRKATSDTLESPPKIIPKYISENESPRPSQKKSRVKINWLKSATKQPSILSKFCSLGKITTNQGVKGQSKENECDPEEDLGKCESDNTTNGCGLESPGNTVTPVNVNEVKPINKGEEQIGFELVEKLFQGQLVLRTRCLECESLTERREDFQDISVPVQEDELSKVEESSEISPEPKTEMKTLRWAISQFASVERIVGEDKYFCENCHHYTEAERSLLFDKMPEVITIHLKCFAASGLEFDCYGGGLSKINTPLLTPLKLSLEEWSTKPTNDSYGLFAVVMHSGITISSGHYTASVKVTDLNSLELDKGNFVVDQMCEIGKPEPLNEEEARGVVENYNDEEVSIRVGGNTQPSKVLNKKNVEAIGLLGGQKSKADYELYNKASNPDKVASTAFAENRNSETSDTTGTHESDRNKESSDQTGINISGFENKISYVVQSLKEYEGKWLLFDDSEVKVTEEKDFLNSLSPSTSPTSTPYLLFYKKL
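High-throughput fluorogenic screen: 1nM USP1/UAF1 complex, Ub-Rho substrate 150nM final, 50mM HEPES pH 7.8 with 0.5mM EDTA, 0.1 mg/ml BSA, 1mM TCEP and 0.01% Tween-20.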
rTrxR1 inhibitor: rat TrxR1 inhibition; O89049; 1% of 390,000 active; Potency, µM (top dose mostly 114 µM), inactives show at the top dose activity change, negative = inhibition, hits mostly inhibitors; recombinant rTrxR1, NADPH fluorescence consumption, selenite substrate; AID 588453; note: potency is the fitted concentration of half-maximal effect; % is set by controls: 0 for no effect and ±100 for the full control effect; nearly all actives have a fitted effect of over 65% in size
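Rat TrxR1 (90 nM in the dispensed reagent) was pre-reduced with 400 uM NADPH for 5 min at room temperature, then incubated with compound for 15 min. After 400 uM selenite was added, NADPH fluorescence (Ex 340/Em 450 nm) was followed for 8 min.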
TRHR ag: activates the human TRH receptor | P34981 | TRHR cells, calcium flux fluo-8, FDSS agonist mode | activation, % at 2 µM | 0.18% of 360,000 active; in the data active = activation above about 30%; note: 0% is about no effect
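TRHR-expressing cells, plated overnight in medium with 10% serum, were loaded with fluo-8 calcium dye at room temperature. After a 10 s baseline, library compound was pin-added and calcium release was recorded kinetically (ex 480/em 530) as agonist response.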
PI4K2A block: blocks human PI4K2A kinase activity. Q9BTU6. AID 1346378. purified PI4K2A, ADP-Glo luminescence, 1 h; active compounds read low. activity change, negative = inhibition, % at 76.9 µM. 0.13% of 420,000 active; in the data active = activity change below about -50%; inconclusive = mostly about -30% to -49%;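 note: -100% = wells without enzyme as full effect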
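Compounds are screened against recombinant PI4K2A using PI as substrate and ATP, the latter dispensed at 300 microM. Reactions run one hour at ambient temperature before ADP-Glo detection; full inhibition defined by wells lacking enzyme.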
TRHR enhancer: TRH receptor (human) allosteric enhancement; P34981; TRHR cells, fluo-8 calcium fluorescence, EC20 TRH enhancement; enhancement, % at 2 µM; 0.66% of 360,000 active; AID 493056; in the data active = enhancement above about 30%; note: 0% is about no effect
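TRHR-expressing cells loaded with fluo-8 calcium dye were read kinetically (ex 480/em 530) during compound addition, then stimulated with an EC20 of TRH (10 nM final). Enhancement of the Gq-mediated intracellular calcium response was scored.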
D2 antag: antagonists of human D2 dopamine receptor. 2% of 340,000 active. P14416. HEK293 TREx D2 cells, calcium flux, dopamine EC80. AID 485344. inhibition, % at 10 µM; in the data active = inhibition above about 30%; note: 0% is about no effect
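Calcium flux kinetic readout in an inducible HEK293 TREx D2 line plated overnight at 30 C. After 180 s compound exposure, an EC80 dopamine challenge follows with another 180 s kinetic read to detect antagonism.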
TrxR1 substrate: substrates of rat thioredoxin reductase 1. 0.01% of 390,000 active. O89049. Potency, µM (series often up to 114 µM), for inactives: top-dose activity change, negative = substrate turnover. purified TrxR1 substrate turnover, NADPH consumption readout; note: potency is the fitted concentration of half-maximal effect; % is set by controls: 0 for no effect and ±100 for the full control effect; nearly all actives have a fitted effect of over 50% in size
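Rat TrxR1, dispensed at 90 nM, was prereduced with 400 uM NADPH (final) for 5 min at ~22 deg C, then incubated with compound 15 min before 400 uM selenite. A first-read NADPH fluorescence drop versus no-compound background flagged substrates.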
D2 ag: agonists of human D2 dopamine receptor. HEK293 T-REx D2 cells, calcium flux agonist mode. activation, % at 2 µM. P14416. 0.53% of 340,000 active;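 active = activation over 3 SD above normal in the single-dose calcium agonist read, cut at about 30% in these data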; note: 0% is about no effect
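Tetracycline-induced HEK293 T-REx cells with force-coupled D2 receptor, plated overnight at 30 C, loaded with no-wash calcium dye. After a 10 s baseline, compound was pin-added and calcium flux read kinetically for 180 s; calcium rises flagged agonists.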
An asterisk follows results filed as active; ? = inconclusive; · = not tested or not shown; & = joins results of further samples; [ ] = another dose, or the depositor's remark. Unless noted, calls come from the whole dose curve; as a rule, active = well fitted inhibition curve with a large enough effect; inconclusive = small, poorly fitted or top-dose-only effect; inactive = no such curve, though single readings can be large or run the other way.

SMILES	IDH1 R132H inh	USP1 inh	rTrxR1 inhibitor	TRHR ag	PI4K2A block	TRHR enhancer	D2 antag	TrxR1 substrate	D2 ag
CCOC(=O)c1c(C)c(C(=O)NCc2ccc(OC)cc2)c(C)n1C	-2%	-4%	9%[57.1 µM]	-0.1	-5	-5	-10	8%[57.1 µM]	1.4
O=C(NCc1cccnc1)c1cnc2n(c1=O)CCS2	8%	-4%	3%	0.9	0	8	-12	-3%	0.0
CN(C)C(=O)c1cc([N+](=O)[O-])ccc1O	1%	-22%	6%	-1.7	-6	-3	2	-6%	0.7
Cc1oc2ccccc2c1-c1cn2c(n1)SCC2	1%	-15%	-23%	0.0	-5	-14	20	23%	-0.4
CCOC(=O)c1c(NC(=O)CSc2nccn2C)sc(C(=O)NC)c1C	6%	-3%	-4%[57.1 µM]	-0.1	-2	10	3	-3%[57.1 µM]	-1.1
COc1ccc(CNc2nc(SCC(=O)NCc3ccco3)nc3ccccc23)cc1	12%	-17%	21%	0.7	6	6	-11	11%	0.2
Cc1cc(=O)n(C(C)c2ccccc2)n1C(C)c1ccccc1 (configuration not stated)	2%	-10%	-1%[11.4 µM]	·	7	·	·	7%[11.4 µM]	·
N#Cc1c2c(c(Nc3ccc(F)cc3)n3c1nc1ccccc13)CCCC2	?	-14%	-5%	·	-2	·	·	-8%	·
COC(=O)c1c(C(=O)OC)c(-c2ccc(Cl)c(Cl)c2)n2c1CCC2	3%	-6%	-2%	-1.4	1	21	-4	9%	-1.5
CCCCC(NC(=O)c1ccc(Cl)cc1)C(=O)O (configuration not stated)	8%	-11%	4%	-0.1	7	2	26	-1%	-1.1
Cn1c(SCC(=O)NC2CCCC2)nnc1-c1ccc(S(=O)(=O)N2CCOCC2)cc1	1%	-14%	16%	-0.1	0	-1	2	10%	-0.7
O=C(NCCN1CCOCC1)c1c(O)nc2ccccn2c1=O	5%	-15%	19%	0.0	-6	-2	-1	11%	0.5

(more compounds)
SMILES	IDH1 R132H inh	USP1 inh	rTrxR1 inhibitor	TRHR ag	PI4K2A block	TRHR enhancer	D2 antag	TrxR1 substrate	D2 ag
COC(=O)c1ccc(/C=N/Nc2nc(-c3ccccc3)cs2)cc1	2%	-13%	-14%	0.6	-1	8	-17	-12%	-0.1
CCc1ccccc1NC(=O)CSc1ncc2c(n1)-c1cc(Cl)ccc1N(Cc1ccccc1)S2(=O)=O	10%	-6%	-1%[57.1 µM]	0.9	-1	-2	·	2%[57.1 µM]	0.4
COc1ccccc1CNC(=O)c1cnn2c(C(F)F)cc(C)nc12	12%	-15%	2%[57.1 µM]	-0.3	0	8	-21	-8%	1.1
COc1cccc(/C=C/C(=O)OCC(=O)N2c3ccccc3CC2C)c1OC (configuration not stated)	6%	-23%	73%[activator]	0.3	4	7	8	81%[activator]	0.2
COc1ccc(/C=C/C(=O)NCCc2c[nH]c3ccccc23)cc1OC	5%	-17%	8%	-0.2	-1	-1	16	-8%	-0.2
O=C(CSc1ncnc2nc[nH]c12)Nc1ccc(Br)cc1Cl	-6%	-21%	-7%	0.5	1	-1	2	-7%	1.2
O=C(NCc1ccncc1)C1CCN(S(=O)(=O)Cc2ccccc2)CC1	7%	-4%	30%	0.1	-6	-1	20	3%	0.3
Cc1cc(Cl)cc(C)c1OCC(=O)N1CCN(c2ncccn2)CC1	-4%	-18%	27%	0.2	4	-2	-4	10%	0.2
CCOc1ccc(OCC(=O)Nc2nnc3n2CCS3)cc1	-13%	-24%	24%[57.1 µM]	0.3	-1	2	·	4%[57.1 µM]	1.1
O=C(O)c1cccc(Nc2nc(-c3cc4ccccc4oc3=O)cs2)c1	0%	-23%	4%[57.1 µM]	1.5	0	0	-4	5%[57.1 µM]	0.3
O=C1C2CCCN2C(c2ccccc2F)N1c1cccc(Cl)c1 (configuration not stated)	0%	?	6%[57.1 µM]	-0.9	-3	0	2	6%[57.1 µM]	0.6
CC(C)N1CCN(Cc2cccn2-c2cccnc2)CC1CCO (configuration not stated)	2%	-8%	20%[57.1 µM]	0.7	-6	4	-4	1%[57.1 µM]	0.4

Some of these compounds in order of their number in TRHR ag, high to low.
canonical_smiles,TRHR ag
COC(=O)c1ccc(/C=N/Nc2nc(-c3ccccc3)cs2)cc1,0.6
COc1ccc(/C=C/C(=O)NCCc2c[nH]c3ccccc23)cc1OC,-0.2
COC(=O)c1c(C(=O)OC)c(-c2ccc(Cl)c(Cl)c2)n2c1CCC2,-1.4

Next records follow.
SMILES	IDH1 R132H inh	USP1 inh	rTrxR1 inhibitor	TRHR ag	PI4K2A block	TRHR enhancer	D2 antag	TrxR1 substrate	D2 ag
CCCN(C(=O)COC(=O)CCOc1ccc(C)cc1)c1c(N)n(Cc2ccccc2)c(=O)[nH]c1=O	2%	-19%	13%	0.3	2	2	-6	-2%	0.2
COc1cccc(-c2nc(SCC(=O)Nc3ccc4c(c3)OCCO4)c(-c3ccc(C)cc3)[nH]2)c1	-3%	-20%	-11%	-0.4	-2	3	·	-3%	1.5
Cc1ccc(NCc2cccn2-c2nnc(N3CCC(C(=O)NCc4ccc(OC(C)C)cc4)CC3)s2)cc1	·	-3%	3%	-0.4	-4	-6	·	0%	·
O=C(OCc1ccc(Cl)c(Cl)c1)c1ccccn1	-2%	-4%	20%	0.3	1	-2	-5	8%[57.1 µM]	1.2
CC12CCC3c4ccc(OCC(=O)O)cc4CCC3C1CCC2=O (configuration not stated)	6%	-18%	12%[57.1 µM]	·	-3	·	·	9%[57.1 µM]	·
O=CNc1ccccc1	-7%	-20%	20%	0.3	-1	3	-8	1%	0.2
COc1ccc(Nc2ccc3cc(S(=O)(=O)N4CCCC4)ccc3n2)cc1OC	1%	-16%	4%[57.1 µM]	-0.5	-3	0	·	-4%[57.1 µM]	-0.3
COc1ccc(NC(=O)c2c(C)cc(=O)oc2C)c(OC)c1	3%	-4%	-9%	-0.1	10	-1	17	-1%	-2.2
CC(NC(=O)C1CCC(C)(C(=O)O)C1(C)C)c1ccccc1 (configuration not stated)	8%	-8%	21%	0.2	-4	-8	22	20%[57.1 µM]	-1.4
CNC(=O)COC(=O)c1ccc(Cl)c(S(N)(=O)=O)c1	17%	-15%	13%	0.1	0	1	-11	0%	1.1
COc1ccccc1CNS(=O)(=O)CCNC(=O)c1ccccc1	4%	-4%	-11%[57.1 µM]	-0.5	-1	4	-20	-7%[57.1 µM]	-0.5
Cc1cccc(N(C(=O)CCC(=O)Nc2cc(C)on2)C(C(=O)NC2CCCC2)c2ccc(C)o2)c1 (configuration not stated)	-26%	-1%	0%	-1.1	-3	1	-5	3%	-0.3

Further entries follow.
SMILES	IDH1 R132H inh	USP1 inh	rTrxR1 inhibitor	TRHR ag	PI4K2A block	TRHR enhancer	D2 antag	TrxR1 substrate	D2 ag
Cc1ccc(S(=O)(=O)N2CCOCC2)cc1NC(=O)COC(=O)c1cncc(Br)c1	28%	-2%	-2%	·	-19	·	·	-2%	·
S=C(NCCCN1CCOCC1)N1CCN(c2ccccc2)CC1	11%	2%	-74%	0.5	3	-1	13	-6%	0.1
Fc1ccccc1CNc1ccc(Cl)cc1	3%	-10%	14%	-0.1	9	-3	-12	5%	-0.1
CC(C)CC(c1nnnn1CC1CCCO1)N1CCN(Cc2ccc3c(c2)OCO3)CC1 (configuration not stated)	4%	2%	15%	0.5	-9	4	-7	5%[57.1 µM]	3.0
COc1ccc(NC(=O)CCS(=O)(=O)c2cccc3nonc23)cc1Cl	-4%&20%	2%&-14%	-9%&-12%	-1.7&-0.2	-3&-4	3&7	·	-1%&-5%	1.4
O=C(c1cc(=O)c2ccccc2o1)N(Cc1ccccc1)C1CCS(=O)(=O)C1 (configuration not stated)	11%	-17%	12%	0.0	6	-5	-18	4%	0.3
CCOC(=O)c1cc(-c2cccc([N+](=O)[O-])c2)n[nH]1	4%	-14%	36%[57.1 µM]	0.1	-3	5	·	14%[57.1 µM]	·
Fc1ccc2cnc(-c3cccnc3)cc2c1	5%	-22%	-9%[57.1 µM]	·	-5	·	·	-2%[57.1 µM]	·
CCCOC(=O)NC(CC)COC(=O)Nc1cccc(C)c1C (configuration not stated)	12%	3%	-5%	-0.7	3	8	7	-2%	-0.7
O=C(c1ccc(Cl)cc1)N1CCC(O)(CSc2ccccc2)CC1	2%	-16%	-6%	-0.1	13	1	·	0%	·
CC(C)(C)OC(=O)N[C@@H](Cc1ccccc1)C(=O)N[C@@H](CO)[C@H](O)[C@@H]1C[C@@H]1C(=O)N1CCCC1	-14%	-12%	29%	0.4	-6	-2	-11	8%	-0.4
CCc1ccc(CNCc2c(C(=O)O)n(Cc3ccc(F)cc3Cl)c3cc(OC)ccc23)cc1	2%	-10%	4%	0.4	2	-1	·	1%	0.1

New compounds follow
SMILES	IDH1 R132H inh	USP1 inh	rTrxR1 inhibitor	TRHR ag	PI4K2A block	TRHR enhancer	D2 antag	TrxR1 substrate	D2 ag
CCOc1ccc(-n2c(C)nc3c(cnn3-c3ccc(Cl)cc3)c2=O)cc1	-4%	-13%	-7%[11.4 µM]	-0.2	1	4	-18	9%[11.4 µM]	-1.2
COC(=O)C1=C(C(=O)OC)[C@@H]2N(Cc3ccccc3)c3ccccc3[C@@]23C[C@@H](C(=O)OC)N(C(=O)COCc2ccccc2)C3=N1	7%	-26%	26%	-0.3	-2	13	-3	3%	0.1
Cc1onc(-c2ccccc2)c1C(=O)OCC(=O)N(C)c1ccccc1	4%	-22%	18%	·	-7	·	·	6%	·
Cc1cccc(CN2CCC(CNC(=O)CSc3cc(=O)n(C)c4cc(Cl)ccc34)CC2)c1	7%	-14%	142%[activator]	-0.5	3	1	-2	390%[activator]	-0.2
COc1ccc(C)cc1C(=O)CCC(=O)NC1CCCCC1	-9%	-7%	-10%	-0.8	0	-1	-16	-8%	-1.0
COc1cccc(C(=O)OCC(=O)NCCCc2ccccc2)c1	0%	-26%	35%	-1.8	0	5	-17	9%	-0.8
Cc1cccc(C)c1NC(=O)CCCSc1nnc(-c2ccc(F)cc2)n1-c1ccccc1	1%	-12%	1%	-0.7	8	1	18	-7%	-0.3
CCC(Sc1nnc(-c2ccc(C)c(Cl)c2)n1CC)C(=O)Nc1nccs1 (configuration not stated)	9%	-3%	2%	-0.3	0	-1	2	-2%	0.1
